Bioassay records: PubChem, The Scripps Research Institute Molecular Screening Center
ADAM17 inh – ADAM17 inhibitors, primary screen, biochemical, QFRET | inhibition, % at 6.95 µM | 370,000 compounds, 0.83% hits | AID 720648, 2013 | recombinant ADAM17, EDANS/DABCYL FRET peptide cleavage | Disintegrin and metalloproteinase domain-containing protein 17 (Homo sapiens), P78536;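 active = inhibition above the mean of compounds lying between control limits plus 3 SD, set per campaign, cut at about 8.5% in these data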;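 note: 0% = DMSO-only wells as the low control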
SIAE inh – human SIAE inhibitors, primary screen, biochemical, fluorescence polarization, FP-Rh probe, 1536-well HTS. Sialate O-acetylesterase (Homo sapiens), Q9HAT2. SIAE FP-Rh probe binding. inhibition, % at 9.66 µM. 370,000 compounds, 0.69% hits. AID 1053197, 2014;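 active = inhibition above a cutoff: mean of compounds within the control limits plus 3 SD of those, cut at about 17% in these data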;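 note: 0% = plate median of compound wells and 100% = probe without SIAE protein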
Tn6 DDE FP – inhibitors of Tn6 peptide binding to fibrin DD(E), primary screen, biochemical, fluorescence polarization, human fibrin, Tn6 probe. Fibrinogen beta chain (Homo sapiens), P02675. Fibrin DD(E) TRITC-Tn6 fluorescence polarization displacement. inhibition, % at 8.3 µM. 370,000 compounds, 0.21% hits. AID 720509, 2013;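 active = inhibition above a per-campaign cutoff: mean of compounds within control limits plus 3 SD, cut at about 15% in these data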;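 note: 0% = median of all compound wells on the plate and 100% = blocking peptide control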
ASAP1 GAP inh – inhibitors of human ASAP1 ArfGAP activity, primary screen, biochemical, fluorescence polarization; ASAP1-stimulated ARF1 GTP hydrolysis, GDP FP detection; 360,000 compounds, 0.19% hits; inhibition, % at 16.5 µM; Arf-GAP with SH3 domain, ANK repeat and PH domain-containing protein 1 (Homo sapiens), …; AID 624377, 2012; in the data active = inhibition above about 25%;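 note: 0% = vehicle with enzyme and substrate and 100% = no enzyme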
ARFGAP1 inh – inhibitors of rat ARFGAP1 GAP activity, primary screen, biochemical, fluorescence polarization, GDP tracer | inhibition, % at 16.5 µM | ADP-ribosylation factor GTPase-activating protein 1 (Rattus norvegicus), Q62848 | 360,000 compounds, 0.26% hits | AID 651572, 2012 | Arfgap1-stimulated ARF1 GTP hydrolysis, GDP FP detection;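 active = inhibition above a per-plate limit, mean inhibition of low control wells plus 3 SD, cut at about 25% in these data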;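 note: 0% = DMSO wells with enzyme and 100% = wells lacking Arfgap1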
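System: truncated rat Arfgap1 GAP domain / Medium: HEPES-based buffer, pH 7.5 / Also added: N-terminally truncated human ARF1-GTP substrate / Incubation: enzyme reaction 120 min at 25 °C after 20 min preincubation / Measured by: FP of antibody-bound GDP Alexa 633 tracer, ex 620/em 688 nm / Replicates: singlicate, each compound tested once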
Tn7 DDE FP – inhibitors of Tn7 peptide binding to fibrin DD(E), primary screen, biochemical, fluorescence polarization, human fibrin, Tn7 probe; inhibition, % at 8.3 µM; FP displacement of FITC-Tn7 peptide from fibrin DD(E); 0% = median of compound wells per plate; Fibrinogen beta chain (Homo sapiens), P02675; 370,000 compounds, 0.13% hits; AID 720508, 2013;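 active = inhibition above the mean of compounds falling within the control limits plus 3 SD of them, cut at about 14% in these data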;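 note: 0% = plate median of compound wells and 100% = 10 µM Aha-Tn7 peptide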
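Assay system: Human clot-derived fibrin DD(E) complex | Buffer or medium: Tris/NaCl/CaCl2 buffer, pH 7.8 | Repeats: One replicate per compound | Benchmarks: Aha-Tn7 high control | Measure: % inhibition scaled between sample-field median and high-control FP | Schedule: 10 min plus 3 h, room temperature | Signal: Fluorescence polarization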
ADAM10 inh – human ADAM10 inhibitors, primary screen, biochemical, QFRET, HTS; Disintegrin and metalloproteinase domain-containing protein 10 (Homo sapiens), O14672; inhibition, % at 7 µM; 370,000 compounds, 0.62% hits; recombinant ADAM10, EDANS/DABCYL FRET peptide cleavage, 3 h;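 active = inhibition above a per-campaign cutoff equal to the mean of compounds falling between control-based bounds plus 3 SD, cut at about 20% in these data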;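 note: 0% = DMSO wells while the 100% control is not disclosed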
PLC-gamma1 inh – PLC-gamma1 enzyme inhibitors, primary screen, biochemical, fluorescence, purified enzyme | AID 720700, 2013 | 370,000 compounds, 0.84% hits | inhibition, % at 12.2 µM | 1-phosphatidylinositol 4,5-bisphosphate phosphodiesterase gamma-1 (Homo sapiens), P19174 | fluorogenic substrate; in the data active = inhibition above about 9.5%
Target sequence (P19174 whole entry, looked up): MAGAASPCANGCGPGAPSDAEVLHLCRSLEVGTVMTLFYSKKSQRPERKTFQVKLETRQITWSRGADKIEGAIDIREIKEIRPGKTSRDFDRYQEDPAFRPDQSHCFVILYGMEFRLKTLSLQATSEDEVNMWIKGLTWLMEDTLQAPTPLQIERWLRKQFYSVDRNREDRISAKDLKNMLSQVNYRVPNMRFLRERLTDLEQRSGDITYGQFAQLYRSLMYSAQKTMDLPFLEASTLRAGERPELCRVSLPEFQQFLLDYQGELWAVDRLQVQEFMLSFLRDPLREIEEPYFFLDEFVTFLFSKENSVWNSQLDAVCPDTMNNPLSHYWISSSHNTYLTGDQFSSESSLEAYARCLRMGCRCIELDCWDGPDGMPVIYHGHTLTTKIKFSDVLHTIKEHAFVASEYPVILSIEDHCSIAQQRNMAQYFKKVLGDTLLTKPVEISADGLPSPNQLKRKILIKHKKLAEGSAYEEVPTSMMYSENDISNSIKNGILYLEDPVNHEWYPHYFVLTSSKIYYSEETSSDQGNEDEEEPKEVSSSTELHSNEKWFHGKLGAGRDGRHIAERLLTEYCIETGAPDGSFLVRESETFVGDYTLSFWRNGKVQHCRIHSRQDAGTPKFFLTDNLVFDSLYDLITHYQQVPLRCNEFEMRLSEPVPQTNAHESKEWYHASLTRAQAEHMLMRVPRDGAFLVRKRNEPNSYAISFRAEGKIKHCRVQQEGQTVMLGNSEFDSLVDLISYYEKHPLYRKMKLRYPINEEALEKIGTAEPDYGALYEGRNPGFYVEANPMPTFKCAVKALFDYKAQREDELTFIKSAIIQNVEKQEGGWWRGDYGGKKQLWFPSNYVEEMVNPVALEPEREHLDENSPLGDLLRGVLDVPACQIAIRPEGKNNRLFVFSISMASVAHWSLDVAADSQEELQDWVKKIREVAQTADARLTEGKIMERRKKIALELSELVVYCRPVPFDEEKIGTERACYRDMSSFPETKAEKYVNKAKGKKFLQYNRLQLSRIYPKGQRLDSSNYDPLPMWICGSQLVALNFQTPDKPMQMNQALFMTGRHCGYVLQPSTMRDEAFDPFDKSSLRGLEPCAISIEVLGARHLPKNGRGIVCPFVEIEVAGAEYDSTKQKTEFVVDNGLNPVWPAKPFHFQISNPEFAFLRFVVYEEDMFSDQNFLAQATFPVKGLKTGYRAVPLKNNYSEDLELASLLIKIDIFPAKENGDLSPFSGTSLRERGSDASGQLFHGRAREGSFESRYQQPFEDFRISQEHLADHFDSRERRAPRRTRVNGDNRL
TDP2 inh – human TDP2 enzyme inhibitors, primary screen, biochemical, epi absorbance, recombinant enzyme | 370,000 compounds, 0.34% hits | T5PNP hydrolysis, p-nitrophenol absorbance 415 nm | inhibition, % at 12.8 µM | AID 720702, 2013;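 active = inhibition above the mean of all tested compounds plus 3 SD, set per campaign, cut at about 25% in these data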;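 note: 0% = DMSO with enzyme and 100% = buffer with substrate but no TDP2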
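Test system: Human TDP2 enzyme | Reagent: 5 mM T5PNP | Compound dosing: 12.8 µM single point, 1% DMSO | Incubation: Enzyme reaction with compound for 2 h at 37 °C | Technique: p-Nitrophenol epi absorbance | Read-out: % inhibition relative to enzyme-containing and enzyme-free wells | Benchmarks: High control without enzyme, low control DMSO plus TDP2 | Replicates: Singlicate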
PLCb3 inh – human PLC-beta3 inhibitors, primary screen, biochemical, fluorescence | Purified PLC-beta3, fluorogenic substrate | 1-phosphatidylinositol 4,5-bisphosphate phosphodiesterase beta-3 (Homo sapiens), Q01970 | inhibition, % at 12.2 µM | 370,000 compounds, 0.18% hits; in the data active = inhibition above about 11%;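 note: 0% = median of compound wells on plate and 100% = full blocker control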
Starred values were filed as active, the others as inactive; i = inactive; nt = no result given.

Structure,ADAM17 inh,SIAE inh,Tn6 DDE FP,ASAP1 GAP inh,ARFGAP1 inh,Tn7 DDE FP,ADAM10 inh,PLC-gamma1 inh,TDP2 inh,PLCb3 inh
COc1ccccc1C(=O)NC(=O)CSc1nnc2ccccn12,-9.1,2.6,-2.4,-12.5,-10.2,5.7,-56.8,-3.5,-1.5,-18.8
CC(C)C[C@H]1CN(CCCC[C@@H]2CNC(=O)C(=O)N2Cc2ccccc2)C(=O)C(=O)N1CC1CCCCC1,-2.1,0.6,3.5,-6.2,8.1,-10.1,-4.4,3.4,2.2,1.6
Cc1ccnn1CCC(=O)N1CCCC(CCC(=O)N2CCN(c3ccccn3)CC2)C1 (stereo not given),-2.8,5.3,4.3,-4.9,-5.5,5.0,-9.5,-2.5,12.1,-0.6
Cc1cc2c(c(=O)n1Cc1cccnc1)C(c1ccccc1)C(C#N)=C(N)O2 (stereo not given),-4.8,1.4,-6.3,6.7,-1.9,-0.7,-14.4,-8.4,1.9,-12.0
O=C(O)c1ccccc1-n1cnnn1,-4.1,1.0,-4.0,2.9,5.1,-2.1,-5.8,0.8,19.2,-5.5
COc1ccc(CSC(=S)NNc2ccccc2)cc1,-0.1,-2.3,0.9,14.7,-1.1,-7.6,-2.3,-3.2,2.8,1.1
Cn1c(NC2=NC3(CCCC3)C3=C(CCCC3=O)N2)nc2ccccc21,-25.6,4.9,0.5,nt,nt,3.0,-159.7,-191.7,0.9,-251.8
COc1ccc(C(=O)NC2CCN(S(=O)(=O)c3ccc(F)cc3)CC2)cc1,-4.9,-2.8,-2.8,1.8,2.0,-1.2,0.4,-0.9,0.6,-4.5
Cc1cn(C(=O)c2ccccc2)c(=S)n1-c1ccc(Cl)cc1,-1.0,-4.3,3.1,-4.6,-1.9,1.9,-16.5,-164.9,-16.2,-231.2
Cn1c2ccccc2c2cc(C(=O)N3CCOCC3)sc21,-12.6,0.8,-1.5,0.2,7.4,10.3,-28.1,-1.3,15.1,-7.5
O=C(Nc1nnc(-c2ccco2)o1)c1ccc(Cl)s1,-0.8,-1.8,-4.4,0.2,-2.4,-2.5,4.1,-1.0,10.0,-5.8
Cc1cc(C)c(NC(=O)CCCC(=O)O)c(Cl)c1,-7.1,-12.0,-9.2,8.6,0.0,-4.0,-7.9,1.4,-0.9,1.3
O=C(COc1ccc(Br)cc1)NCc1ccccn1,-2.4,1.1,-2.1,-3.0,1.2,5.3,1.4,1.4,-5.5,-49.5
Cc1ccc2nc3n(c(=O)c2c1)-c1ccccc1C(=O)NC3Cc1ccccc1 (stereo not given),-2.7,-0.6,-1.1,-4.4,-1.7,1.7,-0.9,-1.0,-11.9,-1.2
Cc1ccc(CNS(=O)(=O)c2ccc(F)c(F)c2)n1C,-2.8,7.4,-6.5,11.9,1.2,-6.0,-12.4,-10.3,21.3,-14.9
CC(C)(C)n1nnnc1C(c1ccccc1)N1CCN(c2ncc(C(F)(F)F)cc2Cl)CC1 (stereo not given),-4.4,3.0,-4.8,-12.6,0.3,1.9,-8.8,2.5,8.9,4.8
O=C(COC(=O)c1ccccc1)NCc1cccs1,5.1,0.3,-2.6,7.5,9.0,-4.8,7.7,1.9,-8.4,5.3
O=c1cc(-c2ccc(Cl)cc2)oc(=O)[nH]1,-0.1,1.2,7.0,-5.0,-0.9,-7.5,1.4,-0.4,-3.3,1.2
CC(=O)c1ccc(Sc2ccccc2)c([N+](=O)[O-])c1,3.3,1.3,-4.5,-1.5,3.5,-9.1,4.9,2.1,-17.7,0.4
COc1ccc(S(=O)(=O)N2CCN(c3ccc(C)cc3C)CC2)cc1OC,6.2,-1.3,-4.1,-6.1,5.8,-3.4,3.6,1.4,-3.2,0.9
COc1cccc(CNC(=O)c2cc3c(cc2Cl)N2CCCCCC2=NS3(=O)=O)c1,-4.9,3.0,-4.3,15.6,5.5,2.8,-11.7,3.1,5.1,-1.4
CCc1ccc(N2C(=O)CN(Cc3cccs3)C2=S)cc1,-1.2,-1.5,-5.7,2.2,-3.4,-12.9,1.6,-0.5,-0.5,-1.9
COC(=O)c1cc(C(C)c2c[nH]c3ccccc23)n2ccccc12 (stereo not given),-226.6,8.0,0.6,nt,nt,11.2,i,-359.6,7.5,-494.3
COc1ccc(C(=O)NC23CC4CC(CC(C4)C2)C3)cc1,-4.5,-8.6,0.0,-8.5,7.5,3.9,4.7,6.4,-2.6,-2.5

A run of entries from further up:
Structure,ADAM17 inh,SIAE inh,Tn6 DDE FP,ASAP1 GAP inh,ARFGAP1 inh,Tn7 DDE FP,ADAM10 inh,PLC-gamma1 inh,TDP2 inh,PLCb3 inh
COC(=O)c1cc(C(C)c2c[nH]c3ccccc23)n2ccccc12 (stereo not given),-226.6,8.0,0.6,nt,nt,11.2,i,-359.6,7.5,-494.3
COc1ccc(C(=O)NC23CC4CC(CC(C4)C2)C3)cc1,-4.5,-8.6,0.0,-8.5,7.5,3.9,4.7,6.4,-2.6,-2.5

More records follow:
Structure,ADAM17 inh,SIAE inh,Tn6 DDE FP,ASAP1 GAP inh,ARFGAP1 inh,Tn7 DDE FP,ADAM10 inh,PLC-gamma1 inh,TDP2 inh,PLCb3 inh
COc1cc2nc(C3CCC3)n(NC(=O)C3CCCC(OC)C3)c(=O)c2cc1OC (stereo not given),-1.2,-3.0,6.6,5.3,-14.4,1.9,-0.7,5.7,6.3,-0.5
Cc1ccccc1NC(=O)C1CCCN1C(=O)NC1CCCCC1 (stereo not given),0.5,0.2,-1.8,-6.0,-8.4,1.6,4.8,0.5,12.4,4.3
O=C(Cc1ccccc1F)Nc1cc(Cl)ccc1N1CCCC1,-3.8,-4.3,1.8,-3.0,-14.3,7.3,3.2,-4.7,2.0,-11.0
CS(=O)(=O)c1[nH]nc(-c2ccccc2)c1C#N,-0.2,-3.4,3.4,13.0,1.8,-12.1,3.5,4.3,0.8,-4.4
CCOC(=O)CNC(=O)CSc1nnc(CCc2nc3ccccc3[nH]2)n1C,-2.5,0.4,-4.7,-3.7,-7.9,-0.7,-3.3,-0.4,5.5,-0.9
Cc1ccc2c(c1)[nH]c1c(=O)n(CCN3CCNCC3)cnc12,-13.2,5.9,-1.6,-6.0,6.0,-0.6,-28.0,-3.6,0.7,-3.6
O=C(NC1CCCC1)C1CCCN(S(=O)(=O)c2cnc[nH]2)C1 (stereo not given),-2.5,3.8,3.5,2.5,-9.6,6.3,-6.6,1.1,0.5,2.7
CC(C)Cn1c(N)c(C(=O)COC(=O)c2cnc(Cl)c(Cl)c2)c(=O)n(C)c1=O,1.2,1.9,-2.3,-14.5,-2.7,9.6,9.9,1.9,-7.2,6.9
CC(C)CN1CCN(Cc2nc3ccccc3s2)CC1CCO (stereo not given),-0.9,3.1,5.5,0.2,-8.5,9.3,2.8,-0.3,3.6,-1.9
CC(C)(C)OC(=O)CC(S(=O)(=O)c1ccccc1)S(=O)(=O)c1ccccc1,0.2,-1.8,1.0,1.6,-10.6,10.7,12.7,2.3,-0.6,1.5
Cn1nc(-c2ccc(Cl)cc2)c2cc(C(=O)N3CCCC3)sc21,-2.6,-10.7,-8.9,0.3,-1.5,-3.8,-12.5,1.1,5.0,-0.2
Cc1cccc(C)c1NC(=O)c1ccc2sc([C@H]3C[C@H](O)[C@@H](CO)O3)nc2c1,-7.9,2.5,-0.7,-6.1,-1.7,6.7,-9.4,1.7,3.8,0.4
Cc1cccc2nc(CSc3ccccc3C(=O)O)cn12,0.1,3.0,-5.3,24.1,13.9,-11.7,3.3,1.0,-1.6,-1.1
CCC(=O)N1CCCc2cc(S(=O)(=O)N3CCN(C4CCCCC4)CC3)ccc21,1.9,1.2,-6.1,3.1,0.3,-3.0,5.8,2.9,-6.8,-3.9
CC1CCN(C(=O)c2ccccc2NC(=O)c2cccc(S(=O)(=O)N(C)C)c2)CC1,3.7,-0.5,3.3,5.6,0.7,-4.4,0.9,-2.3,-6.9,-6.5
Cc1c(NC(=O)C(C)Oc2ccc(Br)cc2)c(=O)n(-c2ccccc2)n1C (stereo not given),-4.6,0.7,-2.1,12.7,5.9,2.3,-13.2,2.2,4.0,-1.8
COC(=O)[C@]12C[C@H](CC(=O)NCC3CCCCC3)C(=O)N(Cc3ccc(Cl)cc3Cl)C1=C[C@H](C(C)C)O[C@@H]2C1CC1,-0.6,-4.1,4.3,nt,nt,7.3,-0.3,3.2,-6.1,2.2
COC(=O)CN(c1ccc(F)cc1)S(=O)(=O)c1ccc2c(c1)OCCO2,-1.3,-1.3,0.6,-10.2,1.8,0.0,5.2,0.7,4.2,0.3
O=C1CC(N2CCN(S(=O)(=O)c3cccc(C(F)(F)F)c3)CC2)C(=O)N1Cc1ccccc1 (stereo not given),6.8,-1.6,2.6,-6.7,-11.3,-5.2,9.1,0.0,-3.7,-0.2
O=C1NCC(COc2ccc(Cl)cc2)O1 (stereo not given),-1.8,-5.9,1.9,-0.8,1.0,-2.7,-6.1,3.1,9.5,1.3
CCCCc1c(O)nc(SC2CC(=O)N(c3ccc(C(=O)OCC)cc3)C2=O)[nH]c1=O (stereo not given),3.1,1.5,2.4,6.2,14.9,-4.1,-7.8,3.5,-16.8,-6.1
Cc1ccc(N2C(=O)CCSC23C(=O)Nc2ccccc23)cc1 (stereo not given),-0.7,1.8,5.2,7.0,-2.2,-3.9,-5.3,2.0,-1.4,2.2
Cc1cc(C(=O)CN2CCCC2)c(C)n1-c1ccc(Cl)cc1,-6.7,-0.5,-1.9,-3.9,7.5,4.8,-5.9,-4.6,-2.2,-13.1
CC(=O)N(CCC(c1ccco1)C(C)C)Cc1ccc(Cl)cc1 (stereo not given),-2.0,1.2,0.2,9.2,-17.1,3.2,-1.2,0.0,-5.8,-12.3
